TcdB GH inh = TcdB glycohydrolase inhibition | P18177 | TcdB glycohydrolase enzymatic assay, plate reader | inhibition, % at 9.99 µM | 0.24% of 350,000 active; in the data active = inhibition above about 10%
Active calls of the source: *. Not all compounds are listed; count on the stated rates, not on these rows.

SMILES | TcdB GH inh
C[C@H](CO)N1C[C@H](C)[C@@H](CN(C)C)OCCCC[C@H](C)Oc2ccc(NC(=O)Nc3cccc4ccccc34)cc2C1=O | -0.3
C[C@@H]1CN([C@@H](C)CO)S(=O)(=O)c2ccc(C3=CCCCC3)cc2O[C@@H]1CN(C)C(=O)C1CCC1 | -0.6
C[C@H]1CN([C@@H](C)CO)S(=O)(=O)c2ccc(-c3cncnc3)cc2O[C@@H]1CN(C)C | 0.3
O=C(N[C@@H]1CC[C@@H](CCNS(=O)(=O)c2ccc(F)cc2)O[C@@H]1CO)C1CCC1 | -0.4
COCC(=O)Nc1ccc2c(c1)OC[C@H](C)N(Cc1ccccc1F)C[C@@H](C)[C@@H](OC)CN(C)C2=O | -0.3
C[C@@H]1CCCCO[C@@H](CN(C)S(=O)(=O)c2ccccc2)[C@@H](C)CN([C@H](C)CO)C(=O)c2cc(NC(=O)CCCN(C)C)ccc2O1 | 0.3
Cc1noc(C)c1NC(=O)N[C@@H]1CC[C@@H](CCNC(=O)C2CCC2)O[C@@H]1CO | 0.2
COc1ccc(CN(C)C[C@H]2OCCCC[C@H](C)Oc3ccc(NC(=O)CCC(F)(F)F)cc3C(=O)N([C@H](C)CO)C[C@H]2C)cc1 | -0.7
C[C@@H]1CN([C@H](C)CO)C(=O)c2cccc(NC(=O)c3ccc(-c4nccs4)cc3)c2O[C@@H]1CN(C)Cc1ccc(Oc2ccccc2)cc1 | -2.1
COCC#Cc1ccc2c(c1)O[C@@H](CN(C)Cc1ccc3c(c1)OCO3)[C@H](C)CN([C@@H](C)CO)S2(=O)=O | 0.8
CCC(=O)Nc1ccc2c(c1)OC[C@@H](C)N(Cc1ccncc1)C[C@H](C)[C@H](OC)CN(C)C2=O | -8.2
COc1ccc(C#Cc2ccc([C@H]3[C@H]4CN(C(=O)c5ccc(F)cc5)CC(=O)N4[C@H]3CO)cc2)cc1 | -8.1
Cc1ccc(S(=O)(=O)N[C@H]2CC[C@@H](CC(=O)NCc3ccncn3)O[C@H]2CO)cc1 | 0.0
C[C@H](CO)N1C[C@H](C)[C@@H](CN(C)Cc2ccc(Cl)c(Cl)c2)OCCCC[C@H](C)Oc2ccc(NS(=O)(=O)c3ccc(F)cc3)cc2C1=O | -12.7
C[C@@H](NC(=O)C[C@@H]1C[C@@H]2c3cc(NC(=O)c4cccnc4)ccc3O[C@@H]2[C@H](CO)O1)c1ccccc1 | -0.1
CNC[C@@H]1Oc2ncc(C#CCC(C)C)cc2C(=O)N([C@H](C)CO)C[C@@H]1C | -0.4
COc1ccc(NC(=O)N2C[C@H](O)COC[C@@H]3O[C@@H](CC(=O)N4CCCCC4)CC[C@H]32)cc1 | -0.5
O=C(c1ccccc1)N1C[C@@H]2[C@H](c3ccccc31)[C@@H](CO)N2C(=O)c1ccccn1 | 0.4
Cc1ccc(S(=O)(=O)N2CC[C@H]3[C@H](CO)Nc4ccc(C#Cc5ccc(F)cc5)cc4[C@H]32)cc1 | 0.6
O=C(Nc1cc(F)ccc1F)N1CC(=O)N2[C@H](C1)[C@H](c1ccc(C#CC3CCCC3)cc1)[C@@H]2CO | -0.6
COc1ccccc1-c1cnc2c(c1)C(=O)N([C@H](C)CO)C[C@@H](C)[C@@H](CN(C)CC1CCCC1)O2 | 0.2
C[C@H]1CN([C@@H](C)CO)C(=O)c2cc(/C=C/c3ccccc3)cnc2O[C@@H]1CN(C)C | 1.5
C[C@H](CO)N1C[C@H](C)[C@H](CN(C)C(=O)NC2CCCCC2)Oc2ccc(NS(=O)(=O)c3ccc(Cl)cc3)cc2C1=O | 1.0
CCCC#Cc1ccc2c(c1)O[C@H](CN(C)C(=O)c1ccccc1F)[C@H](C)CN([C@@H](C)CO)S2(=O)=O | -2.4
O=C(C[C@@H]1C[C@@H]2c3cc(NC(=O)C4CCC4)ccc3O[C@@H]2[C@@H](CO)O1)NCc1ccccc1 | 0.5

At a glance, part of the list above.
SMILES | TcdB GH inh
C[C@H]1CN([C@@H](C)CO)C(=O)c2cc(/C=C/c3ccccc3)cnc2O[C@@H]1CN(C)C | 1.5
C[C@H](CO)N1C[C@H](C)[C@H](CN(C)C(=O)NC2CCCCC2)Oc2ccc(NS(=O)(=O)c3ccc(Cl)cc3)cc2C1=O | 1.0
CCCC#Cc1ccc2c(c1)O[C@H](CN(C)C(=O)c1ccccc1F)[C@H](C)CN([C@@H](C)CO)S2(=O)=O | -2.4
O=C(C[C@@H]1C[C@@H]2c3cc(NC(=O)C4CCC4)ccc3O[C@@H]2[C@@H](CO)O1)NCc1ccccc1 | 0.5

Next compounds:
SMILES | TcdB GH inh
CC(C)NC(=O)Nc1ccc2c(c1)C(=O)N(C)[C@@H]1CC[C@@H](CC(=O)Nc3ccccc3)O[C@H]1CO2 | -0.3
O=C(Nc1ccc(F)cc1)C(CCc1ccccc1)N1CCN(c2ccncc2)CC1 (configuration not stated) | 1.6
C[C@H]1CN([C@@H](C)CO)C(=O)c2cccc(NS(=O)(=O)c3ccccc3)c2O[C@H]1CN(C)C(=O)Nc1ccc2c(c1)OCO2 | 0.1
C/C=C/c1cnc2c(c1)C(=O)N([C@@H](C)CO)C[C@H](C)[C@@H](CN(C)Cc1ccc3c(c1)OCO3)O2 | 0.8
C[C@H]1CN([C@@H](C)CO)C(=O)c2cccc(NS(=O)(=O)c3ccc(F)cc3)c2O[C@H]1CN(C)Cc1ccc(C(=O)Nc2ccccc2N)cc1 | 0.8
C[C@@H]1CN([C@@H](C)CO)S(=O)(=O)c2ccc(C#C[C@@H](C)O)cc2O[C@H]1CN(C)C(=O)C1CC1 | 1.4
C[C@H](CO)N1C[C@H](C)[C@@H](CN(C)C(=O)Nc2ccc(F)cc2)Oc2ccc(NC(=O)Nc3ccccc3)cc2C1=O | -1.3
C[C@H]1CCCCO[C@@H](CN(C)Cc2ccc(Cl)c(Cl)c2)[C@@H](C)CN([C@@H](C)CO)C(=O)c2cc(NC(=O)Nc3ccc(C(F)(F)F)cc3)ccc2O1 | 0.9
COc1ccc(S(=O)(=O)Nc2ccc3c(c2)C(=O)N([C@H](C)CO)C[C@H](C)[C@@H](CN(C)C(=O)Nc2ccc(C(F)(F)F)cc2)OCCCC[C@@H](C)O3)cc1 | -1.4
CN1CCN(C(=O)C[C@@H]2C[C@H]3c4cc(NC(=O)c5ccc6c(c5)OCO6)ccc4O[C@H]3[C@@H](CO)O2)CC1 | 0.9
CCCc1cn(CC[C@H]2CC[C@@H](NC(=O)Nc3ccccc3F)[C@H](CO)O2)nn1 | -0.2
Cc1noc(C)c1NC(=O)N(C)C[C@H]1Oc2ccc(NC(=O)Cn3cnnn3)cc2C(=O)N([C@@H](C)CO)C[C@@H]1C | -1.7
C[C@H](CO)N1C[C@H](C)[C@@H](CN(C)C(=O)CC2CC2)Oc2ncc(C#C[C@@H](C)O)cc2C1=O | -2.0
COCC(=O)N1[C@H](CO)[C@H]2c3ccccc3NC[C@H]21 | -0.3
C[C@@H]1CCCCO[C@@H](CN(C)C(=O)Nc2ccccc2)[C@H](C)CN([C@@H](C)CO)C(=O)c2cc(NC(=O)Nc3ccc4c(c3)OCO4)ccc2O1 | 0.8
C[C@@H]1CN([C@H](C)CO)C(=O)c2cccc(NS(=O)(=O)c3ccc(Cl)cc3)c2O[C@@H]1CN(C)C(=O)Nc1ccccc1 | -2.4
C[C@H]1CN([C@@H](C)CO)S(=O)(=O)c2ccc(C#CC(C)(C)O)cc2O[C@H]1CN(C)C(=O)CN(C)C | -0.4
Cc1ccc(S(=O)(=O)NCC[C@@H]2CC[C@@H](NC(=O)c3ccccn3)[C@H](CO)O2)cc1 | 0.6
C[C@H](CO)N1C[C@H](C)[C@@H](CN(C)Cc2ccc(Cl)c(Cl)c2)Oc2ccc(NC(=O)CCN3CCOCC3)cc2CC1=O | 0.1
O=C1CN(S(=O)(=O)Cc2ccccc2)C[C@H]2[C@@H](c3ccc(C#Cc4cccc(F)c4)cc3)[C@H](CO)N12 | -2.6
C[C@H](CO)N1C[C@H](C)[C@H](CN(C)C(=O)Nc2ccc3c(c2)OCO3)OCCCC[C@H](C)Oc2ccc(NC(=O)Nc3ccc(C(F)(F)F)cc3)cc2C1=O | -0.4
C[C@@H]1CN([C@@H](C)CO)C(=O)c2cccc(N(C)C)c2O[C@@H]1CN(C)Cc1ccccc1 | -3.9
C[C@@H]1CN([C@@H](C)CO)C(=O)c2cc(NS(=O)(=O)c3ccc(F)cc3)ccc2O[C@H]1CN(C)Cc1ccncc1 | -4.1
CO[C@@H]1CN(C)C(=O)c2ccc(NS(=O)(=O)c3cn(C)cn3)cc2OC[C@H](C)N(CCC(F)(F)F)C[C@@H]1C | -1.1
C[C@H](CO)N1C[C@H](C)[C@H](CN(C)C(=O)Nc2ccccc2)Oc2ncccc2C1=O | 0.1

Grouped by structure, the entries above containing an aryl methoxy group (5)
SMILES | TcdB GH inh
COc1ccc(CN(C)C[C@H]2OCCCC[C@H](C)Oc3ccc(NC(=O)CCC(F)(F)F)cc3C(=O)N([C@H](C)CO)C[C@H]2C)cc1 | -0.7
COc1ccc(C#Cc2ccc([C@H]3[C@H]4CN(C(=O)c5ccc(F)cc5)CC(=O)N4[C@H]3CO)cc2)cc1 | -8.1
COc1ccc(NC(=O)N2C[C@H](O)COC[C@@H]3O[C@@H](CC(=O)N4CCCCC4)CC[C@H]32)cc1 | -0.5
COc1ccccc1-c1cnc2c(c1)C(=O)N([C@H](C)CO)C[C@@H](C)[C@@H](CN(C)CC1CCCC1)O2 | 0.2
COc1ccc(S(=O)(=O)Nc2ccc3c(c2)C(=O)N([C@H](C)CO)C[C@H](C)[C@@H](CN(C)C(=O)Nc2ccc(C(F)(F)F)cc2)OCCCC[C@@H](C)O3)cc1 | -1.4

Next part.
SMILES | TcdB GH inh
COc1ccc(OC(=O)N(C)C[C@@H]2OCc3ccccc3-c3ccccc3C(=O)N([C@H](C)CO)C[C@H]2C)cc1 | 0.6
COc1ccc(NC(=O)N(C)C[C@H]2OCCCC[C@H](C)Oc3ccc(NC(=O)CCC(F)(F)F)cc3C(=O)N([C@@H](C)CO)C[C@H]2C)cc1 | -1.4
COc1ccc(S(=O)(=O)Nc2ccc3c(c2)C(=O)N([C@H](C)CO)C[C@H](C)[C@@H](CN(C)Cc2ccc(C(F)(F)F)cc2)O3)cc1 | -0.2
CO[C@@H]1CN(C)C(=O)c2ccc(NC(=O)C3CC3)cc2OC[C@@H](C)N(C(=O)C2CCOCC2)C[C@@H]1C | -1.1
CC(C)NC(=O)Nc1cccc2c1O[C@H](CN(C)C(=O)NC(C)C)[C@H](C)CN([C@H](C)CO)C2=O | -0.1
COc1ccc(C#Cc2ccc3c(c2)O[C@H](CN(C)C(=O)c2ccccn2)[C@@H](C)CN([C@@H](C)CO)S3(=O)=O)cc1 | -0.6
O=C(C[C@H]1C=C[C@@H](NC(=O)CC2CC2)[C@@H](CO)O1)NCc1ccccc1 | -2.2
CCNC(=O)[C@@H]1[C@@H](CO)[C@@H]2Cn3c(ccc(C4=CCCCC4)c3=O)[C@@H]2N1C(=O)CC1CC1 | -0.4
O=C([C@H]1[C@H](CO)[C@H]2Cn3c(cccc3=O)[C@H]2N1Cc1ccccn1)N1CCC(Cc2ccccc2)CC1 | -0.5
C[C@H](CO)N1C[C@H](C)[C@H](CN(C)C(=O)Nc2ccc(F)cc2)Oc2c(NC(=O)C3CCOCC3)cccc2C1=O | 1.0
C[C@@H]1CN([C@@H](C)CO)C(=O)c2cc(NS(=O)(=O)c3cccs3)ccc2O[C@@H](C)CCCCO[C@H]1CN(C)C(=O)Nc1cccc2ccccc12 | -0.4
C[C@H](CO)N1C[C@H](C)[C@@H](CN(C)Cc2ccncc2)OCCCC[C@H](C)Oc2ccc(N(C)C)cc2C1=O | -14.5
CNC[C@@H]1Oc2ccc(NS(=O)(=O)c3ccc(F)cc3)cc2C(=O)N([C@@H](C)CO)C[C@@H]1C | 1.4
C/C=C/c1cnc2c(c1)C(=O)N([C@@H](C)CO)C[C@H](C)[C@@H](CN(C)S(=O)(=O)c1ccc(OC)cc1)O2 | 0.0
Nc1[nH]c(C(=O)c2ccccc2)c(-c2cccc3ccccc23)c1C(=O)c1ccc(Br)cc1 | -2.2
CN(C)C(=O)c1ccc(-c2ccc([C@H]3[C@@H](C#N)N(C(=O)C4CCC4)[C@@H]3CO)cc2)cc1 | 0.8
CN(C)CC(=O)N1CC2(C1)[C@@H](c1ccccc1)[C@@H](CO)N2C(=O)C1CCC1 | -0.4
COc1cccc(S(=O)(=O)N(C)C[C@@H]2Oc3cc(C#CCN(C)C)ccc3S(=O)(=O)N([C@H](C)CO)C[C@H]2C)c1 | -0.9
COc1ccc2c3c([nH]c2c1)[C@H](CO)N(C(=O)C1CCCC1)CC31CN(C(=O)NC(C)C)C1 | 0.9
CC(C)CC#Cc1ccc2c(c1)O[C@H](CN(C)C(=O)c1cccc(F)c1)[C@H](C)CN([C@@H](C)CO)S2(=O)=O | 1.3
Cc1noc(C)c1NC(=O)N(C)C[C@@H]1OCCCC[C@H](C)Oc2ccc(NC(=O)C3CCCCC3)cc2C(=O)N([C@H](C)CO)C[C@H]1C | 0.2
COC(=O)Cc1nnn2c1CC(OC)c1cc(Br)ccc1-2 (configuration not stated) | -1.0
O=C(C[C@H]1C=C[C@@H](NC(=O)Nc2ccc(C(F)(F)F)cc2)[C@H](CO)O1)NCc1cccc(F)c1 | -0.1
O=C(CN1CCOCC1)NCC[C@H]1CC[C@H](NC(=O)Nc2ccc(Cl)cc2)[C@@H](CO)O1 | 0.2
CO[C@@H]1CN(C)C(=O)c2cc(NC(=O)c3ccccc3)ccc2OC[C@@H](C)N(C)C[C@@H]1C | -1.0
O=C(/C=C(\Nc1cccc(F)c1)c1ccccc1)c1ccccc1 | 1.9
C[C@H]1CN([C@@H](C)CO)S(=O)(=O)c2ccc(C#Cc3ccncc3)cc2O[C@H]1CN(C)C(=O)C1CCCCC1 | 0.1
COc1cccc(S(=O)(=O)N[C@H]2CC[C@H](CCn3cc(-c4ccccc4)nn3)O[C@@H]2CO)c1 | -0.3
COc1ccc2c3c(n(C)c2c1)[C@@H](CO)N(C(=O)C1CCCCC1)CC31CCN(C(=O)c2ccncc2)CC1 | 1.1
Cc1noc(C)c1S(=O)(=O)Nc1ccc2c(c1)C(=O)N([C@H](C)CO)C[C@H](C)[C@H](CN(C)C(=O)c1ccncc1)OCCCC[C@H](C)O2 | 0.1
